Bioassay records as filed in PubChem.
esBAF inh – inhibitors of esBAF chromatin remodeling in mouse ES cells; reporter increase, % at 12.5 µM; actives 2% (n = 350,000); AID 602393; Bmi1-luciferase knock-in reporter, 24 h; 100% = twice the neutral-well signal; in the data active = activation above about 40%;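 also: 0% = median of the plate's neutral control wells and 100% = double that signal; a rise in the Bmi1 reporter signal indicates esBAF inhibition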
RAD54 branch – inhibitors of human RAD54 branch migration. Q92698. RAD54 Holliday junction branch migration, FAM/BHQ fluorescence. inhibition, % at 10.4 µM. actives 0.14% (n = 360,000). AID 602329;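 active = mean normalized replicate activity at least 40 and at least half of replicates scoring 40 or more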;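 also: 0% = median of neutral control wells and 100% = median of positive control wells; inhibitors cause a drop in the FAM fluorescence signal; in these data hits start at about 50%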
Target sequence (Q92698 whole entry, looked up): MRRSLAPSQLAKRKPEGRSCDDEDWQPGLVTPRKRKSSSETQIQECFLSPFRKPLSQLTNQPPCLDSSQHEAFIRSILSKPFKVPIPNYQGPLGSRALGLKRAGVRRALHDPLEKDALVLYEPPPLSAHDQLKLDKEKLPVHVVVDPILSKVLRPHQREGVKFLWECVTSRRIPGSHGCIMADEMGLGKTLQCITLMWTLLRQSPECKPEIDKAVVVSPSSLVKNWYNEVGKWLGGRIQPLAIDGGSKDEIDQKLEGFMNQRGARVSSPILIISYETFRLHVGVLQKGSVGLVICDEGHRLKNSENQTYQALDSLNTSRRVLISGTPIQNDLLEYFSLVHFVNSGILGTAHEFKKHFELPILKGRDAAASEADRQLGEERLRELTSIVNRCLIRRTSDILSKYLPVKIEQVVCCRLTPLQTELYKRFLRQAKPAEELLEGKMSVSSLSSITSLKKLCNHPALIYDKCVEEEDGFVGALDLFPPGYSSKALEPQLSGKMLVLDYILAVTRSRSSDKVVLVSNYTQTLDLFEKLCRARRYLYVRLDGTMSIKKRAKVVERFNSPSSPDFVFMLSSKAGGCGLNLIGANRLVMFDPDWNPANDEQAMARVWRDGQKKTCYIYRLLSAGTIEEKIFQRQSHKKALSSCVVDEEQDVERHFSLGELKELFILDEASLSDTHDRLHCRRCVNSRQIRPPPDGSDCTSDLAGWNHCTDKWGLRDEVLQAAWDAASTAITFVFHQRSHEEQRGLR
* marks the source's active call; other numbers are inactive results. Only part of the results is shown (hit frequency here may not be typical).

SMILES	esBAF inh	RAD54 branch
C=CCn1c(SCC(=O)c2ccc(OC)cc2)nnc1C(C)NC(=O)c1cccs1 (centres undefined)	0	3
COc1cc(NC(=O)c2cc(-c3ccccc3)nc3c2cnn3C(C)C)cc(OC)c1OC	3	-2
Cc1nn(-c2ccccc2)c2sc(C(=O)NC3CCCCC3)cc12	-13	3
CCOC(=O)C1=C(CSc2nc3ccccc3s2)NC(=O)NC1c1cc(C)ccc1C (centres undefined)	5	9
COc1cccc(S(=O)(=O)NCc2ccc(C(=O)Nc3ccc(C)cc3)cc2)c1	8	-4
Cc1c(C#N)c2ncn(Cc3ccccn3)c(=O)c2n1-c1ccccc1	-5	-2
O=C(NCCCN1CCOCC1)C(Sc1ccccc1)c1ccccc1 (centres undefined)	-1	-13
CCCn1nc(CC(=O)O)c2ccccc2c1=O	-6	0
COc1ccc(CCNC(=O)C/C(C)=N/NC(=O)c2ccc(N)cc2)cc1OC	-4	4
CCOC(=O)C1=C(CSc2nc3c(cc2C#N)CCC3)OC(N)=C(C#N)C1c1ccccc1 (centres undefined)	6	-4
CN1CCN(S(=O)C23CC4CC(CC(C4)C2)C3)CC1 (centres undefined)	3	-14
CCC(C(=O)NCc1ccc(F)cc1)N(Cc1ccco1)C(=O)c1snc(C(N)=O)c1N (centres undefined)	6	-3
CC(C)OC(=O)CSc1nc2cc3c(cc2cc1C#N)OCO3	59*	2
C=CCn1c(=S)[nH]c2ccccc2c1=O	5	-15
O=S(=O)(NCC1CCCO1)c1ccc2ccccc2c1 (centres undefined)	0	4
Cc1ccccc1/C=C1\OC(=O)c2ccccc21	18	-1
CCC(C)n1c(NC(=O)c2ccccc2)c(C#N)c2nc3ccccc3nc21 (centres undefined)	0	-10
Cc1ccsc1/C=N/Nc1ncc(Cl)cc1Cl	55*	-4
CC(=O)C1=C(C)NC(C)=C(C(C)=O)C1c1cccs1	-2	-6
COCCN(CCOC)c1ncnc2c1cnn2-c1ccc(Cl)cc1	17	-2

Taken from above:
Under esBAF inh, O=C(NCCCN1CCOCC1)C(Sc1ccccc1)c1ccccc1 (centres undefined) is listed with -1
Under RAD54 branch, C=CCn1c(SCC(=O)c2ccc(OC)cc2)nnc1C(C)NC(=O)c1cccs1 (centres undefined) is listed with 3

Next part.
SMILES	esBAF inh	RAD54 branch
CCOc1ccccc1C(=O)Nc1cc(OC)ccc1OC	-6	-4
CCc1c(C)sc(NC(=O)CSc2nc3c(c(C(F)(F)F)n2)CCc2ccccc2-3)c1C#N	-5	-2
COCCCNC(=O)C(=O)N/N=C/c1ccc(OCC(=O)Nc2cccc(Cl)c2C)c(OC)c1	-6	-3
Cc1ccc([N+](=O)[O-])cc1NC(=O)CN1CCCCC1	3	5
CCS(=O)(=O)CCSc1nc(C)cc(C)n1	12	-4
COc1cc(S(=O)(=O)N(Cc2ccc(C)cc2)Cc2ccco2)ccc1-n1cnnn1	0	2
COc1ccccc1-c1nnc2n1N=C(C)CS2	-7	2
COc1cc(NC(=O)c2ccccc2)c(OC)cc1NC(=O)CN1CCN(c2ccccn2)CC1	0	-22
N#Cc1nc(Cc2ccccc2)oc1N1CCC(Cc2ccccc2)CC1	7	1
Nc1nc(SCc2nc3scc(-c4cccs4)c3c(=O)[nH]2)n[nH]1	-7	6
COc1ccc2c(c1)N(C)C(=O)CC(c1ccccc1)=N2	6	-2
Cc1ccc(NC(=O)CNc2ccc(OC(C)C)cc2)c(C)c1	3	-2
c1ccc(Cc2nnc3sc(-c4cccnc4)nn23)cc1	-4	1
O=C(Nc1ccccc1)c1ccn[nH]1	26	2
CC(C(=O)N1CCCc2ccccc21)N1CCN(S(=O)(=O)c2ccccc2F)CC1 (centres undefined)	5	6
O=C(Nc1ccc2c(c1)OCO2)c1cccc(Cl)c1	64*	1
c1coc(CN(Cc2cccs2)Cc2nnnn2C2CCCCC2)c1	1	-6
N#C/C(=C\C=C\c1ccccc1[N+](=O)[O-])C(=O)NC1CCCCC1	9	8
CCOc1ccccc1N(CC(=O)Nc1cc(OC)ccc1OC)S(C)(=O)=O	0	-11
Cc1c(C(=O)OCC2CCCO2)[nH]c2c1C(=O)CC(c1ccco1)C2 (centres undefined)	-14	-3

Records listed above printed as active in esBAF inh:
smiles	esBAF inh
CC(C)OC(=O)CSc1nc2cc3c(cc2cc1C#N)OCO3	59*
Cc1ccsc1/C=N/Nc1ncc(Cl)cc1Cl	55*
O=C(Nc1ccc2c(c1)OCO2)c1cccc(Cl)c1	64*

(further entries)
SMILES	esBAF inh	RAD54 branch
O=C(CS(=O)(=O)c1ccccc1)c1cc2cc(F)ccc2oc1=O	3	-1
COc1ccc(C)cc1S(=O)(=O)NCCc1ccccc1	-4	-15
CCOc1cc(C2C(C#N)=C(N)OC3CCCC(=O)C32)ccc1OCCN1CCOCC1 (centres undefined)	-3	-6
Cc1nc(N2CCN(S(=O)(=O)c3ccccc3)CC2)c2cc(-c3ccccc3)sc2n1	2	3
O=S(=O)(NCCSc1nnc(-c2ccco2)n1-c1ccccc1)c1ccccc1	17	4
Cc1ccc(C(=O)O/N=C(/c2nonc2N)N(C)C)cc1	-5	-2
Cc1cccc(NC(=O)Cn2c(=O)n(C)c3ccccc32)c1	-4	5
CCc1nnc(NC(=O)CCC(=O)N2CCN(Cc3cc(Cl)ccc3OC)CC2)s1	-2	-3
COc1ccc(/C=N/n2c(SC)nnc(C(C)(C)C)c2=O)cc1OC	0	2
Cc1nc2ccc(NC(=O)c3cccs3)cc2c(=O)n1Cc1ccc(Cl)cc1	13	10
Cc1cc(C)cc(Oc2ccccc2C=O)c1	8	-4
O=C1CCCC2=C1C(c1ccco1)Nc1ccc(C(=O)c3ccccc3)cc1N2 (centres undefined)	3	-2
COC(=O)[C@@H](NC(=O)Nc1ccc(OC(F)(F)F)cc1)C(C)C	5	1
CCOC(=O)c1nnn(-c2nonc2N)c1COc1ccc(F)cc1	-8	-2
COc1ccc(NC(=O)/C(=C\c2ccc(OS(=O)(=O)c3ccc(C)cc3)cc2)NC(=O)c2ccccc2)cc1	-10	-3
CN1CCc2nc(NC(=O)c3cccc(S(=O)(=O)N4CCc5ccccc54)c3)sc2C1	7	-12
O=S(=O)(c1ccc(S(=O)(=O)N(Cc2ccco2)Cc2ccccc2Cl)cc1)N1CCCC1	2	3
CC(C)CCOP(=O)(c1ccc(N(C)C)cc1)C(O)c1ccccn1 (centres undefined)	-6	-3
O=C(CS(=O)(=O)Cc1ccccc1)Nc1nnc(C2CCCCC2)s1	12	-8
COc1ccc(S(=O)(=O)N2CCCN(S(=O)(=O)c3ccc(OC)cc3C)CC2)c(C)c1	-4	-5
CCC(=O)C1CCCN(C(=O)c2cccc(OC3CCN(S(C)(=O)=O)CC3)c2)C1 (centres undefined)	-1	-5
COc1cccc(-c2ncc3ccccn23)c1	52*	-2
CC(=O)c1c(COC(=O)c2ccncc2)nc2ccccc2[n+]1[O-]	-8	-7
CC(CCc1ccccc1)NC(=O)c1ccccc1 (centres undefined)	6	2
CCOc1cc(NC(=O)c2ccccc2[N+](=O)[O-])c(OCC)cc1NC(=O)CC(C)C	0	2
Cn1nc(-c2ccc(C(=O)O)cc2)c2ccccc2c1=O	-2	-5
COc1ccc2cnn(-c3ccc(C)cc3)c(=O)c2c1OC	16	-7
COc1ccc(-n2c(SC)nc(O)c(Cc3ccccc3)c2=O)cc1	13	10
CCC(=O)/C=C1/Sc2ccccc2N1CC	3	-13
O=C(C1CCCCC1)N1CCN(S(=O)(=O)c2ccc(Cl)cc2)CC1	-4	-4
COc1ccc(CCNC(=O)C(C)Sc2ccccc2)cc1OC (centres undefined)	1	-1
CCOC(=O)c1cc(C)n(CCc2ccccc2)c1C	27	-2
CS(=O)(=O)N1CCN(C(=O)CCC2CCCC2)CC1	-4	-4
CC1(C)Cc2c(sc3nc(SCC(=O)O)[nH]c(=O)c23)CO1	1	-1
COc1cccc2cc(C(=O)N3CCN(c4ccccn4)CC3)c(=O)oc12	0	-9
COc1cc(-c2cc(-c3ccccc3)nc(SCC(=O)Nc3nccs3)c2C#N)cc(OC)c1OC	8	1
CCCCNC(=O)C(=O)c1ccccc1NC(C)=O	-1	7
COc1cccc(Nc2nn3c(=O)c4ccccc4nc3s2)c1	69*	15
CCCCCCCC1CC(CSC(=N)N)OC1=O (centres undefined)	-8	10
Cc1cc(C)nc(Sc2c(F)c(F)c(C(F)(F)F)c(F)c2F)n1	-9	-3

Six compounds from above, arranged by the number in esBAF inh, largest number first.
Molecule	esBAF inh
COc1cccc(Nc2nn3c(=O)c4ccccc4nc3s2)c1	69*
CC(CCc1ccccc1)NC(=O)c1ccccc1 (centres undefined)	6
CCC(=O)/C=C1/Sc2ccccc2N1CC	3
CC1(C)Cc2c(sc3nc(SCC(=O)O)[nH]c(=O)c23)CO1	1
CCCCCCCC1CC(CSC(=N)N)OC1=O (centres undefined)	-8
Cc1cc(C)nc(Sc2c(F)c(F)c(C(F)(F)F)c(F)c2F)n1	-9

The list goes on.
SMILES	esBAF inh	RAD54 branch
C/C(=C\C(=O)C(F)(F)F)Nc1cc(C)cc(C)c1	-4	-3
COc1ccc(NC(=O)CSc2ccccn2)cc1OC	9	2
C[N+]1(CCNC(=O)/C=N/O)CCCCC1	-5	0
O=C(Cc1ccc(F)cc1)N/N=C/c1ccncc1	-2	7
O=C(c1ccc(-c2nnc(Nc3cccc(Cl)c3)c3ccccc23)cc1)N1C[C@H]2C[C@H](C1)c1cccc(=O)n1C2	2	8
c1ccc(-n2nnnc2Sc2n[nH]c(-c3ccncc3)n2)cc1	0	-2
O=c1oc2ccccc2cc1-c1nc(-c2ccccc2)no1	9	-10
O=C(O)CCn1[nH]c(=O)ccc1=O	-3	-10
COCCn1c(Cc2ccccc2)nnc1SCc1nc2ccccc2c(=O)[nH]1	32	-2
O=C(c1ccco1)N1CCN(C(c2ccc(Cl)cc2)c2nnnn2Cc2ccccc2)CC1 (centres undefined)	1	4
CC(NS(C)(=O)=O)C(c1cccs1)N1CCN(c2ccccc2)CC1 (centres undefined)	9	5
CC1CCCCC1NC(=O)c1ccc2c(c1)[nH]c(=O)n2C1CCCC1 (centres undefined)	-4	-9
CCOC(=O)CSc1nnc(C)n1N	3	-7
O=C(Nc1ncccc1Cl)C(Sc1ccccc1)c1ccccc1 (centres undefined)	2	2
CCCCn1nnc(NC(=O)c2ccc(-c3cccc(Cl)c3)o2)n1	10	-11
Cc1ccccc1Cn1cnc2c([N+](=O)[O-])c(C)c(C)cc21	-8	-25
Cc1ccc(-n2c(SCC(=O)N3CCOCC3)nnc2-c2cccnc2)cc1C	-1	-1
CCCCNCCOCCSc1ccc(Cl)cc1	-3	11
Cn1c(SCC(=O)c2ccccc2)nc2cccnc21	-7	-5
O=C(/C=C/c1cc2c(cc1Br)OCO2)NCc1ccc(F)cc1	7	0

Compound profiles, from the list above:
O=C(c1ccco1)N1CCN(C(c2ccc(Cl)cc2)c2nnnn2Cc2ccccc2)CC1 (centres undefined) across the screens: esBAF inh: 1; RAD54 branch: 4
O=C(c1ccc(-c2nnc(Nc3cccc(Cl)c3)c3ccccc23)cc1)N1C[C@H]2C[C@H](C1)c1cccc(=O)n1C2 across the screens: esBAF inh: 2; RAD54 branch: 8

Carrying on:
SMILES	esBAF inh	RAD54 branch
O=C(CN(Cc1cccs1)C(=O)CN1C(=O)COc2ccccc21)NCc1ccco1	-3	1
COC(=O)c1ccc(CN2C(=O)NC3(CCCCC3C)C2=O)o1 (centres undefined)	-13	0
CNC(=O)c1cc2ccccc2o1	0	-4
Cc1cccc(NC(=O)c2cc(-c3cc(Cl)ccc3O)n[nH]2)c1	71*	8
